Compound activity deposited in PubChem BioAssay by The Scripps Research Institute Molecular Screening Center.
PAFAH1B2 FP inh: blocks human PAF acetylhydrolase 1b catalytic subunit 2; recombinant PAFAH1B2, FP-rhodamine activity probe, fluorescence polarization; actives 1.2% (n = 340,000); AID 492953; inhibition, % at 3.39 µM; P68402;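 active = inhibition above the mean of all tested compounds plus 3 SD, cut at about 24% in these data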;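 also: 0% = enzyme with DMSO and 100% = wells lacking PAFAH1B2; many of its hits are not listed in these tables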
PREPL inh: human PREPL enzyme inhibition; Q4J6C6; recombinant PREPL, fluorescence polarization activity-based probe; inhibition, % at 5.96 µM; actives 0.68% (n = 320,000); AID 2751; in the data active = inhibition above about 43%;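 also: 0% = enzyme with DMSO and 100% = wells lacking enzyme; many of its hits are not listed in these tables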
pPAFAH inh: pPAFAH (human) enzyme inhibition. recombinant pPAFAH, FP-rhodamine probe fluorescence polarization. inhibition, % at 3.39 µM. actives 1.5% (n = 330,000). AID 463082;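 active = inhibition above the mean inhibition across the screen plus 3 SD, cut at about 25% in these data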;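 also: inhibitors block binding of the rhodamine activity-based probe so polarization drops; 0% = enzyme with DMSO and 100% = wells lacking pPAFAH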
LYPLA2 counter: LYPLA2 (human) inhibition in PME1 counter-screen; recombinant LYPLA2, FP-Rh probe fluorescence polarization; inhibition, % at 5.9 µM; O95372; actives 0.38% (n = 320,000);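 active = inhibition above the screen-wide mean plus 3 SD, limit set per campaign, cut at about 26% in these data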;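 also: 0% = LYPLA2 with DMSO and 100% = wells lacking LYPLA2 enzyme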
Target sequence (O95372 whole entry, looked up): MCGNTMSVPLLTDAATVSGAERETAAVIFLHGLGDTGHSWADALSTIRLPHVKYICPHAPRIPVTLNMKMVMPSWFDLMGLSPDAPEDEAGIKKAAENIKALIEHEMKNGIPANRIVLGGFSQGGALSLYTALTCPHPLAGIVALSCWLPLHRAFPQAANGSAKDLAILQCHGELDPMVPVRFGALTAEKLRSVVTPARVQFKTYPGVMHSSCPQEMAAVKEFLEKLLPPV
GSTO1 inh: counter-screen for RBBP9 inhibitors: inhibitors of human GSTO1; P78417; recombinant GSTO1, activity-based probe fluorescence polarization; inhibition, % at 5.96 µM; actives 1.1% (n = 300,000); AID 1974;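 active = inhibition above the campaign mean inhibition plus 3 SD, cut at about 35% in these data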;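 also: 0% = GSTO1-1 with DMSO and 100% = wells lacking GSTO1-1 enzyme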
Target sequence (P78417 whole entry, looked up): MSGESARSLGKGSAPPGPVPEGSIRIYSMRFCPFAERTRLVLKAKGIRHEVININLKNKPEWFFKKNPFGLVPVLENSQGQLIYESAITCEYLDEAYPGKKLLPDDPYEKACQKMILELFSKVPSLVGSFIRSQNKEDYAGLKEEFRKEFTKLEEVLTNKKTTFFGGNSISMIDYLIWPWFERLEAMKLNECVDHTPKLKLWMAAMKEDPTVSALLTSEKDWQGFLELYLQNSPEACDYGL
PAFAH2 FP inh: inhibitors of human PAFAH2. recombinant PAFAH2, FP-rhodamine activity probe, fluorescence polarization. inhibition, % at 3.39 µM. actives 0.99% (n = 340,000);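 active = inhibition above the mean over all tested compounds plus 3 SD, cut at about 30% in these data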;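 also: inhibitors block probe labeling of enzyme so polarization drops; 0% = enzyme with DMSO and 100% = wells lacking PAFAH2 protein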
PAD4 inh: blocks human protein arginine deiminase 4; Q9UM07; recombinant PAD4, RCA probe fluorescence polarization; inhibition, % at 6.36 µM; actives 0.41% (n = 330,000); AID 485272;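 active = percent inhibition above a cutoff equal to the mean of all tested compounds plus 3 SD, cut at about 15% in these data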;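 also: 0% = PAD4 with RCA probe and DMSO and 100% = probe without PAD4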
LYPLA1 counter: counter-screen for PME1 inhibitors: inhibitors of human LYPLA1 | O75608 | recombinant LYPLA1, FP-Rh probe fluorescence polarization | inhibition, % at 5.9 µM | actives 0.16% (n = 320,000);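 active = inhibition above the mean of all tested compounds plus 3 SD, set per campaign, cut at about 14% in these data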;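 also: inhibitors block serine hydrolase probe labeling of LYPLA1 so polarization falls; 0% = enzyme with DMSO and 100% = wells lacking LYPLA1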
Target sequence (O75608 whole entry, looked up): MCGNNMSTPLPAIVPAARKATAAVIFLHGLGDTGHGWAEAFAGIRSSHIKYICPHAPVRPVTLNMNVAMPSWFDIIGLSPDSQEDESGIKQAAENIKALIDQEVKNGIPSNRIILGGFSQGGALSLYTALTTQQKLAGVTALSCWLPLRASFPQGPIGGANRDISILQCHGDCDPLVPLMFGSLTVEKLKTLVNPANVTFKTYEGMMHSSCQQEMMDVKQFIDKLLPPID
PAFAH1B3 inh: inhibitors of human PAFAH1B3; Q15102; actives 0.28% (n = 340,000); inhibition, % at 3.39 µM; recombinant PAFAH1B3, FP-rhodamine probe, fluorescence polarization;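 active = inhibition above the screen-wide average of all tested compounds plus 3 SD, cut at about 25% in these data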;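 also: 0% = enzyme with DMSO only and 100% = wells lacking PAFAH1B3 protein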
Target sequence (Q15102 whole entry, looked up): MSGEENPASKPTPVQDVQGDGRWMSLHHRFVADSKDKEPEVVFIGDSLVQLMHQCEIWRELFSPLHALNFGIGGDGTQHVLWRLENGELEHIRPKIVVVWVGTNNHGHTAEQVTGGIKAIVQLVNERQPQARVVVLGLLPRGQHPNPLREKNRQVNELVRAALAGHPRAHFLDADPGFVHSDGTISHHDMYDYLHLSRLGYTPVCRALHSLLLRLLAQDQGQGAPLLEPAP
Starred values were filed as active, the others as inactive; / = no result given. Not all compounds are listed; count on the stated rates, not on these rows.

SMILES	PAFAH1B2 FP inh	PREPL inh	pPAFAH inh	LYPLA2 counter	GSTO1 inh	PAFAH2 FP inh	PAD4 inh	LYPLA1 counter	PAFAH1B3 inh
Cc1cc(C)n(-c2cc(-n3nc(C)cc3C)ncn2)n1	1	2	8	1	0	10	1	1	2
CCCn1nnnc1SCC(=O)c1ccc2c(c1)OCCO2	2	-10	4	-8	24	-5	3	-1	1
COc1cc2cc(CN(Cc3ccc4c(c3)OCO4)C(=O)c3ccco3)c(=O)[nH]c2cc1OC	3	19	8	1	7	-6	-2	3	1
O=C(c1cc2ccccc2o1)N1CCN(c2ccccn2)CC1	-1	4	2	-7	-1	0	-4	1	10
CC1CC(C)CN(CCCNC(=O)C2CCN(c3ncnc4c3sc3cccc(F)c34)CC2)C1 (stereo unspecified)	/	31	2	-2	-1	/	1	-5	/
C=CCOc1ccc(/C=C2\SC(=S)N(N3CCOCC3)C2=O)cc1	1	5	5	5	5	3	-2	1	-6
Cc1cc(CN(C)C(=O)C2CCC(=O)N(CCc3cccc(F)c3)C2)on1 (stereo unspecified)	2	4	5	5	2	0	3	-2	4
COc1cc(OC)cc(C(=O)Nc2nnc(Cc3ccc(OC)c(OC)c3)s2)c1	2	-8	1	0	-11	-2	-1	0	9
CCCCN(C(=O)Nc1ccc(Cl)cc1)C1CCN(C(C)=O)CC1	2	1	-3	-2	-6	-2	1	1	4
COc1ccc(CC(=O)NCCCc2ccccc2)cc1OC	4	4	6	-1	1	4	-6	0	5
Cc1ccc(CNC(=O)Cn2ncn3cccc3c2=O)cc1	2	-3	1	-4	1	1	-3	-2	-2
O=C(NCc1ccco1)C1CCCN(S(=O)(=O)c2ccc(Br)cc2)C1 (stereo unspecified)	15	2	1	0	2	-9	0	-2	0
ClCCCc1cn(C[C@H]2CC[C@@H]([C@@H]3CC[C@H](Cn4cc(CCCCl)nn4)O3)O2)nn1	-6	1	0	6	13	-6	-3	3	10
COc1ccc(CN/C=C2\CCCCC2=O)cc1	-1	4	-1	-2	-4	1	-2	-4	4
Cc1ccc(NC(=O)CSc2ncc3ccccn23)cc1C	7	-20	2	4	6	2	-6	0	5
CCN(CC)c1ccc(S(=O)(=O)N2CCCCC2)cc1NC(=O)C1CSC2(C)CCC(=O)N12 (stereo unspecified)	5	16	4	-1	/	7	-1	5	4
CC[C@@H]1C(c2ccccc2)=NN(c2ccccc2)[C@H]1C(=O)N1CCOC1=O	6	/	0	/	/	-2	-2	/	7
O=C(O)c1ccccc1-c1cn2cc(Cl)ccc2n1	3	13	2	1	0	4	6	3	4
CCOC(=O)/C(C(=O)Nc1ccccc1Br)=C1/NC(C)(C)Cc2ccccc21	-2	8	-1	6	0	2	-3	2	4
COc1ccc(-c2noc(CCC(=O)N(C)c3cccc(C)c3)n2)cc1	2	7	4	5	-3	5	-4	2	5
COC(=O)c1ccccc1NC(=O)C1CCN(c2ncnc3c2nc2n3CCCCC2)CC1	6	17	0	1	-2	9	-1	-1	10
Cc1ccccc1NC(=O)Cc1nnc(SCC(=O)NC2=NCCS2)n1C	0	9	4	8	8	2	2	0	2
COc1ccnc(Oc2ccc(C)cc2C)c1C#N	-3	17	6	1	5	-2	-2	-2	-8
CCOC(=O)Cn1ncc2c(=O)oc3ccccc3c21	1	2	-2	1	11	-3	1	0	-2
CCOc1cc(/C=C2\SC(=N)N(c3nonc3N)C2=O)ccc1OCC(N)=O	4	5	4	-1	-18	-6	-4	-2	-1
COc1ccc(OC)c(CCNC(=O)CCc2cn(C)c3ccccc23)c1	5	8	9	-5	3	0	-1	2	9
O=C(Nc1cccc(Cl)c1)OCc1cn(-c2ccccc2)nn1	-2	-20	-3	-7	-1	0	2	-8	6
NC(=O)c1cc2ccc(O)cc2oc1=NCc1ccccc1	7	-1	-1	-7	7	8	-13	-4	3
O=C(O)CCC(=O)Nc1ccc(/C=C/C(=O)C2CC2)cc1	2	5	23	-4	-1	5	-7	0	2
Cc1nc(-c2cccc(NS(=O)(=O)c3ccccc3)c2)cs1	0	-17	9	3	-7	0	-4	1	5

Ordered by the number under PAFAH2 FP inh (falling): three of the compounds above
Molecule,PAFAH2 FP inh
CCN(CC)c1ccc(S(=O)(=O)N2CCCCC2)cc1NC(=O)C1CSC2(C)CCC(=O)N12 (stereo unspecified),7
COc1ccnc(Oc2ccc(C)cc2C)c1C#N,-2
CCOC(=O)Cn1ncc2c(=O)oc3ccccc3c21,-3

Other compounds
SMILES	PAFAH1B2 FP inh	PREPL inh	pPAFAH inh	LYPLA2 counter	GSTO1 inh	PAFAH2 FP inh	PAD4 inh	LYPLA1 counter	PAFAH1B3 inh
O=C(CSc1ccc(-c2ccncc2)nn1)c1ccc(Cl)cc1	3	-16	-4	-2	1	3	2	-2	8
CC(=O)c1c(C)c[nH]c1C	-3	4	6	0	-7	-2	0	0	3
Cc1cccc(C)c1NC(=O)c1cnccn1	-4	-9	3	3	3	4	2	2	1
CCC1CCCCN1S(=O)(=O)c1ccc(NC(=O)CSc2ncccc2C(=O)O)cc1 (stereo unspecified)	4	-13	7	3	-1	13	-1	1	-5
CC(=O)CC1(O)C(=O)Nc2ccccc21 (stereo unspecified)	3	1	-2	4	2	-1	-5	2	2
COc1ccc2[nH]c(=O)c(CN(Cc3nnnn3Cc3ccccc3)CC3CCCO3)cc2c1 (stereo unspecified)	2	27	-2	4	4	2	0	0	4
O=C(C(Cc1ccccc1)N1C(=O)C2C3C=CC(C3)C2C1=O)N1CCCCC1 (stereo unspecified)	9	1	-2	0	9	4	-5	1	4
COc1ccc(C(=O)NC(Oc2ccccc2)C(Cl)(Cl)Cl)cc1 (stereo unspecified)	2	-8	6	-2	-6	0	-3	-5	-3
O=C(COc1ccc(Br)cc1)Nc1ccc2c(c1)C(=O)NC2=O	2	-12	1	1	-1	2	1	-3	-2
CS(=O)(=O)N(CC(=O)N1CCOCC1)c1cc(Cl)ccc1Cl	7	6	4	5	-2	-5	1	1	10
CCN1C(=NCc2cc(OC)c(OC)c(OC)c2)N[C@@H](c2cccc(C(F)(F)F)c2)C(C(=O)OC)=C1C	6	2	1	/	/	-3	1	/	2
O=C(CN1C(=O)C2CCCN2C(=O)c2ccccc21)Nc1ccccc1-n1cccc1 (stereo unspecified)	/	6	4	4	8	/	-1	-2	/
CCn1c(SCc2ccc(F)cc2)nnc1C1CCN(S(=O)(=O)c2ccc(OC)cc2)CC1	3	23	-8	-7	11	-3	0	0	9
CCOc1ccc(C(C(=O)NC2CCCC2)N(C(=O)c2snc(C(N)=O)c2N)C2CCCC2)cc1 (stereo unspecified)	5	-6	11	-4	-2	4	1	0	3
CCOC(=O)c1ccc(NC(=O)C2(c3ccc(OC)cc3)CCOCC2)cc1	-4	-3	2	5	-7	6	-1	0	3

Single records, as listed above. Values in the order: PAFAH1B2 FP inh | PREPL inh | pPAFAH inh | LYPLA2 counter | GSTO1 inh | PAFAH2 FP inh | PAD4 inh | LYPLA1 counter | PAFAH1B3 inh
`O=C(C(Cc1ccccc1)N1C(=O)C2C3C=CC(C3)C2C1=O)N1CCCCC1` (stereo unspecified) across the screens: 9 | 1 | -2 | 0 | 9 | 4 | -5 | 1 | 4
`COc1ccc2[nH]c(=O)c(CN(Cc3nnnn3Cc3ccccc3)CC3CCCO3)cc2c1` (stereo unspecified) across the screens: 2 | 27 | -2 | 4 | 4 | 2 | 0 | 0 | 4
`O=C(CN1C(=O)C2CCCN2C(=O)c2ccccc21)Nc1ccccc1-n1cccc1` (stereo unspecified) across the screens: / | 6 | 4 | 4 | 8 | / | -1 | -2 | /
`CCOc1ccc(C(C(=O)NC2CCCC2)N(C(=O)c2snc(C(N)=O)c2N)C2CCCC2)cc1` (stereo unspecified) across the screens: 5 | -6 | 11 | -4 | -2 | 4 | 1 | 0 | 3
`CCN1C(=NCc2cc(OC)c(OC)c(OC)c2)N[C@@H](c2cccc(C(F)(F)F)c2)C(C(=O)OC)=C1C` across the screens: 6 | 2 | 1 | / | / | -3 | 1 | / | 2

More results:
SMILES	PAFAH1B2 FP inh	PREPL inh	pPAFAH inh	LYPLA2 counter	GSTO1 inh	PAFAH2 FP inh	PAD4 inh	LYPLA1 counter	PAFAH1B3 inh
O=C(CN1CCC(n2cnc3cc(F)ccc32)CC1)Nc1ccccc1Br	2	-1	4	12	-48	3	1	3	-11
CCC(=O)N1CCCc2cc(S(=O)(=O)N3CCC(N4CCCCC4)CC3)ccc21	3	-1	-8	0	17	1	-2	-6	-6
Cc1ccc(C)c(NC(=O)CN(C)C(=O)COc2ccc3ccccc3c2)c1	9	0	3	/	/	1	-3	/	4
Cc1cccc(-c2nc3c(c(SCC(N)=O)n2)CCCC3)c1	-1	2	1	2	4	9	1	1	0
Cc1[nH]c2ccccc2c1/C=N/NC(=O)CNC(=O)c1ccc2c(c1)OCCO2	5	-1	2	2	-3	-2	-3	-1	5
COc1ccc(-c2oc(NC(=O)c3ccc(C)cc3)c(C#N)c2-c2ccc(OC)cc2)cc1	-3	9	5	-9	-17	-3	1	-16	-3
Cc1ccc(NC(=O)C2CCCN(C(=O)c3ccc(Cl)cc3)C2)c(C)c1 (stereo unspecified)	5	-1	4	5	8	-1	4	4	3
Cc1cc2c(Nc3ccccc3)ncnc2s1	2	-12	2	1	-5	1	-3	-2	8
CCOC(=O)c1ccc(NC(=O)c2nc[nH]c2C(=O)N[C@@H](Cc2ccccc2)C(=O)OC(C)(C)C)cc1	-25	7	-2	-17	-17	-28	-5	-7	-41
CCc1ccccc1NC(=O)CCc1nc(-c2ccc(C)cc2)no1	1	2	2	4	3	2	-1	-1	4
Cc1cc(CN(C)C(=O)CCc2nnc(Cc3cccc(C(F)(F)F)c3)o2)on1	2	-7	5	-8	7	4	-2	-1	3
CC1CCCN(S(=O)(=O)c2cc3c4c(c2)CCN4C(=O)CC3)C1 (stereo unspecified)	4	7	-8	-6	-11	9	6	-1	1
Fc1ccc(COc2ccccc2-c2ccnc3ncnn23)cc1	1	1	-9	-6	-4	2	-4	-3	6
O=C1NC(c2cccc(Cl)c2)Oc2ccccc21 (stereo unspecified)	1	11	-3	-1	8	1	0	3	-1
O=C(CSc1nnc(NC(=O)c2ccc3c(c2)OCO3)s1)NCc1ccco1	-2	11	-1	-4	-10	-2	-1	-1	5
Cc1ccc(C)c(S(=O)(=O)N2CCN(Cc3cc4c(cc3O)OCO4)CC2)c1	-1	12	6	-5	/	8	1	-4	3
O=C(NC1CCCCC1)c1ccc(NS(=O)(=O)c2cccc3cccnc23)cc1	-5	-3	0	-1	5	5	-2	-2	5
O=C(Nc1ccccc1Cl)Oc1ccc(Cl)cc1Cl	1	2	2	13	1	-2	-3	-3	6
